Screening results deposited in PubChem by National Center for Advancing Translational Sciences (NCATS).
aSyn yeast inh – alpha-synuclein toxicity inhibition in yeast. Yeast expressing alpha-synuclein, growth rescue, BacTiter-Glo, 24 h. Potency, µM (doses to about 46.1 µM), for the others: at the top dose growth rescue (activation), hits mostly activators. 0.14% of 370,000 active. AID 652106; further: potency means the concentration at half of the fitted maximal effect; % of control where 0% means no effect; nearly all actives have a fitted effect of over 65% in size
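Readout is rescue of growth in alpha-synuclein-expressing yeast, so inhibitors of toxicity appear as activators. Growth after 24 hr at 30 deg C in galactose medium is quantified by luminescence.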
PTHR1 agonist – PTHR1 (human) receptor agonism; Q03431; HEK293 GP2 PTHR1 cells, GloSensor cAMP luminescence, 1 h; Potency, µM (titrated, usually from 115 µM), inactives show top-dose activation, hits mostly activators; 0.075% of 410,000 active; AID 743266; further: potency means the concentration at half of the fitted maximal effect; nearly all actives have a fitted effect of over 55% in size; some results filed as inactive show a strong effect at the top dose; inactives centre near -15; many of its hits are not listed in these tables
Target sequence (Q03431 whole entry, looked up): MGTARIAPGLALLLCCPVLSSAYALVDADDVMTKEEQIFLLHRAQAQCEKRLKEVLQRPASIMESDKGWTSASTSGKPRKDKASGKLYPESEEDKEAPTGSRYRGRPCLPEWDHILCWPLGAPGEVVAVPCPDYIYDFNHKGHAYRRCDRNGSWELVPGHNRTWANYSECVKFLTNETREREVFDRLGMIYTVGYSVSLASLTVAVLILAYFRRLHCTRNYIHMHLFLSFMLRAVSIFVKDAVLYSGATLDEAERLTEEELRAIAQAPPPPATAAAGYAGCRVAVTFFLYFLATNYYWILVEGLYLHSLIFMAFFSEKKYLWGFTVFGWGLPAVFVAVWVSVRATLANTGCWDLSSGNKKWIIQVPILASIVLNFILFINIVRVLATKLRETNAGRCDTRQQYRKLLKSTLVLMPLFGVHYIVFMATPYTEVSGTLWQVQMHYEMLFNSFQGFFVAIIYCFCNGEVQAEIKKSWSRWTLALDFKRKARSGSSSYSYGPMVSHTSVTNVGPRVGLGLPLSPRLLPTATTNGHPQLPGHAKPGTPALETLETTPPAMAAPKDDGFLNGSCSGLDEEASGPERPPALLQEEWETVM
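HEK-293-derived GP2 cells expressing PTHR1 and a GloSensor cAMP reporter, 3,000/well, plated overnight, given luciferin plus IBMX (each 0.5 mM as added) for 1 h at 37 °C, then compound for 1 h at 37 °C. Luminescence was read after 15 min at room temperature.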
TDP-43 yeast inh – inhibitors of TDP-43 toxicity in yeast. TDP-43 expressing yeast growth rescue, BacTiter-Glo, 24 h. Potency, µM (highest dose often 46.1 µM), without a hit: at the top dose growth rescue (activation), most hits filed as activators. 1.8% of 410,000 active; further: potency means the concentration at half of the fitted maximal effect; % of control where 0% means no effect; nearly all actives have a fitted effect of over 50% in size
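In this qHTS, compounds that restore growth of yeast expressing TDP-43 appear as activators. Cells (OD600=0.02, galactose medium, raffinose-pregrown) are incubated with compound 24 hr at 30 deg C and growth is quantified by BacTiter-Glo.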
Abeta yeast res – A-beta toxicity reversal in yeast | 0.063% of 410,000 active | yeast expressing A-beta42, growth rescue, OD600, 48 h; response scale: 0% DMSO, 100% iron-clioquinol control | AID 1347071 | Potency, µM (top dose mostly 46.1 µM), without a hit: top-dose growth rescue, usual class: activators; further: potency means the concentration at half of the fitted maximal effect; nearly all actives have a fitted effect of over 55% in size
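Yeast growth medium received pinned compounds, then yeast cells expressing toxic A-beta were added; plates incubated at 30 C for 48 hr. Growth read as absorbance at 600 nm, normalized to DMSO and equimolar FeCl3 plus clioquinol controls.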
GLP-1R inv ag – acts as inverse agonist at human GLP-1 receptor; HEK293 GLP-1R CRE-luciferase, luminescence, 24 h; GLP-1R form is constitutively active; Potency, µM (top dose mostly 38.3 µM), for inactives: at the highest dose activity change, negative = inhibition, usual class: inhibitors; P43220; 1.6% of 410,000 active; further: potency means the concentration at half of the fitted maximal effect; on the % scale 0 is the no-effect control and ±100 the full control effect; nearly all actives have a fitted effect of over 55% in size
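Using stably transfected HEK293 (constitutively active GLP-1R, cAMP-luciferase reporter), compounds were incubated 24 hr and luciferase measured by luminescence.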
DRD3 antagonist – D3 dopamine receptor (human) antagonism | 2.5% of 360,000 active | P35462 | D3R cells, DiscoveRx beta-arrestin luminescence, antagonist mode; hits give low values | max response, negative = inhibition, %; in the data active means max response below about -50%; inconclusive means no clear call, values can overlap the other calls; further: on the % scale 0 is the no-effect control and ±100 the full control effect; mostly tested at two doses, the higher about 12 µM
Target sequence (P35462 whole entry, looked up): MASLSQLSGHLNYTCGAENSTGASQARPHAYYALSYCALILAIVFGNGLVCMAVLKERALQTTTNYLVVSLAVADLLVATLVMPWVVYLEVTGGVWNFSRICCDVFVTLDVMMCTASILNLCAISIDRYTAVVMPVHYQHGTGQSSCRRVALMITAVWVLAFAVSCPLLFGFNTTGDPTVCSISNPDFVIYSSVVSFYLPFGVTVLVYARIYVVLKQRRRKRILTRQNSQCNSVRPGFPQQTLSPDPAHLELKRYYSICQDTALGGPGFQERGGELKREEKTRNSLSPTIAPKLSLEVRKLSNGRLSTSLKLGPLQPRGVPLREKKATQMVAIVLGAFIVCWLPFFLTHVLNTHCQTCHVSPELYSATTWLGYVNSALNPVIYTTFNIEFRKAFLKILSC
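Cells expressing the human receptor were seeded at 1500 cells/well, incubated overnight at 37 degrees C in 5% CO2, then exposed to library compounds with dopamine controls for 90 minutes at 37 degrees C before luminescent detection.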
GLP-1R agonist – GLP-1 receptor (human) agonism; P43220; HEK293 GLP-1R CRE-luciferase, luminescence, 4-6 h; cells express a hypersensitive GLP-1R form; Potency, µM (titrated, usually from 45.6 µM), for the others: top-dose activation, hits mostly activators; 0.007% of 380,000 active; further: potency means the concentration at half of the fitted maximal effect; % of control where 0% means no effect
pAkt inh – Akt phosphorylation inhibition. AID 651550. Neuro2A IGF-stimulated pAkt S473 HTRF, 20 min; hits give low values. 0.32% of 360,000 active. activity change, % for hits at 50 µM; in the data active means activity change below about -80%; inconclusive means mostly about -51% to -80%; further: on the % scale 0 is the no-effect control and ±100 the full control effect
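Neuro2A cells (4,500/well, DMEM with 0.5% FBS) were treated with compound at a single 50 µM final concentration, stimulated with 6 nM IGF for 20 min at 37 °C, and lysed. Phospho-Akt Ser473 was read by HTRF as 665/615 ratio ×10^4.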
FUS suppressor – FUS proteinopathy suppression in yeast | S. cerevisiae FUS-expressing, growth rescue, OD600, 24 h | Potency, µM (doses to about 76.6 µM), for inactives: at the top dose growth rescue (activation), usual class: activators | 0.24% of 390,000 active;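 further: potency means the concentration at half of the fitted maximal effect; plate controls were DMSO vehicle for no effect and reference control for full effect; nearly all actives have a fitted effect of over 55% in size; some results filed as inactive show a strong effect at the top dose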
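Absorbance at 600 nm, taken 24hr after compound addition, measured rescue of FUS-yeast growth at 30C. Induction used 2% galactose with seeding at OD 0.005. Controls: CP55940 from 92uM final, DMSO only.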
* = called active by the depositor; i = inactive; ? = inconclusive; . = not tested or not shown; & = joins results of further samples; [ ] = dose if it differs, or a comment. Unless noted, the call rests on the fitted dose curve; in most records, active means well fitted curve in the direction sought with a large enough effect; inconclusive means small, poorly fitted or top-dose-only effect, or another doubt; inactive means no such curve, though single readings can be large; an effect the other way counts as inactive or inconclusive. Some of the compounds tested; rates above refer to the full screens.

SMILES	aSyn yeast inh	PTHR1 agonist	TDP-43 yeast inh	Abeta yeast res	GLP-1R inv ag	DRD3 antagonist	GLP-1R agonist	pAkt inh	FUS suppressor
CNc1cnc(-c2ccc(O)c(OC)c2)cn1	-11%	i	24%	12%	45%[activator]	-8	21%	i	-11%
CCOC(=O)c1c(NC(=O)c2cccc(N3C(=O)CCC3=O)c2)sc2c1CCN(CC)C2	-2%	-3%	11%	8%	9%	6	13%	i	29%
CN1CCN(C(=O)c2ccc(COc3ccc(C(C)(C)C)cc3)o2)CC1	0%	-5%[57.5 µM]	-16%	5%	?	-14	25%	.	-3%
CCOc1ccc(S(=O)(=O)N2CCOCC2)cc1NC(=O)CSCc1c(C)noc1C	-4%	-14%	1%	3%	29%	11	10%	i	13%
Cc1cccc(NC(=O)CSc2nnc(CN3CCOCC3)n2C)c1C	-7%	4%	2%	-7%	37%[activator]	8	-1%	i	-12%
Cc1oc(-c2cccs2)nc1CSCC(=O)NC1CC1	-9%	-4%[57.5 µM]	-22%	13%	0%	10	1%	i	1%
Cc1ccc(CSc2nc3ccc(NC(=O)COc4ccccc4F)cc3s2)cc1	.	i	6%	-23%	-6%	.	.	.	2%
O=C(CSc1nc2c([nH]c3ccccc32)c(=O)n1-c1ccccc1)N1CCCCCC1	.	i	-3%	1%	7%	.	.	.	6%
O=C(O)CSc1ncnc2c1sc1nc(-c3ccccc3)c3c(c12)CCC3	-14%	-11%	0%	.	8%	-20	-3%	i	10%
COc1cccc(C2C(C#N)=C(N)OC3=C2C(=O)CC(c2ccco2)C3)c1OCc1ccc(F)cc1 (stereo not given)	9%	i	-4%	17%	?	-4	1%	i	?
CCOCCCNc1nc2c(-c3ccccc3)nnn2c2ccccc12	0%	-16%	?	12%	30%[activator]	31	12%	i	-18%
COc1cc(/C=N/NC(=O)CN(Cc2ccccc2)S(=O)(=O)c2ccc3c(c2)OCCO3)ccc1O	-4%	-16%	14%	-4%	26%	56	11%	i	.
O=C(NCCCn1ccnc1)Nc1ccc(Cl)cc1	2%	i	-24%	-5%	4%	14	-6%	i	5%
NC(=O)CC(NC(=O)Cc1cccc2ccccc12)c1ccc(NC2CCCCC2)c([N+](=O)[O-])c1 (stereo not given)	3%	i	7%	-3%	4%	-29	1%	i	0%
Cc1c(C(=O)OCC(=O)NCC2CCCO2)oc2ccccc12 (stereo not given)	0%	i	11%	-1%	11%	14	1%	i	-11%
COC(=O)c1cnc2c(C(F)(F)F)cccc2c1OC	-3%	i	18%	1%	2%	-3	2%	i	-15%
O=C(N/N=C/c1c(F)cccc1Cl)c1ccc(Cn2cc(Br)cn2)o1	-1%	i	-16%	-3%	-7%	-23	1%	i	10%
COc1ccc(C2=Nc3ccccc3NC(=O)C2N(C(=O)c2cnc(C)cn2)c2ccc(N3CCOCC3)cc2)cc1 (stereo not given)	-5%	-25%	9%	-6%	9%	4	18%	i	34%
COc1ccc(NC(=O)C(=S)NC2CCCCC2)cc1	-31%[inhibitor]	-34%[inhibitor]	?	11%	-8%[0.307 µM]	6	1%	i	19%
CCOc1ccc(CC(=O)NCC(=O)NCc2cc(=O)n(C)c(=O)n2C)cc1	2%	i	8%	11%	1%	3	-2%	i	-14%
CCc1ccccc1NC(=O)Cn1c(=O)n(Cc2ccco2)c(=O)c2ccccc21	.	-69%[inhibitor]	6%	-10%	4%	.	0%	.	5%
O=C(CCl)N1CCN(S(=O)(=O)Cc2ccccc2)CC1	-3%	i	-19%	4%	?	4	-5%	i	36%
COc1ccc(C(=O)Nc2ccc(-c3cc4ccccc4oc3=O)c(C)c2)cc1Br	.	-12%	26%	-6%	-4%	.	.	.	3%
Cc1cc(/C=C2/NC(=O)NC2=O)c(C)n1-c1cccnc1	-2%	-23%	-15%	-14%	1%	-15	1%	i	34%

Results in GLP-1R inv ag and Abeta yeast res, for some of the entries so far:
smiles	GLP-1R inv ag	Abeta yeast res
CCOc1ccc(CC(=O)NCC(=O)NCc2cc(=O)n(C)c(=O)n2C)cc1	1%	11%
CCc1ccccc1NC(=O)Cn1c(=O)n(Cc2ccco2)c(=O)c2ccccc21	4%	-10%
O=C(CCl)N1CCN(S(=O)(=O)Cc2ccccc2)CC1	?	4%
COc1ccc(C(=O)Nc2ccc(-c3cc4ccccc4oc3=O)c(C)c2)cc1Br	-4%	-6%

The results go on.
SMILES	aSyn yeast inh	PTHR1 agonist	TDP-43 yeast inh	Abeta yeast res	GLP-1R inv ag	DRD3 antagonist	GLP-1R agonist	pAkt inh	FUS suppressor
NCCCC[C@@H](C(=O)N1CCNCC1)n1cc(CN)nn1	-11%	-12%	4%	-3%	2%	19	-3%	i	-18%
C=C(C)COc1ccc(-c2n[nH]c(C)c2-c2ccccc2)c(O)c1	-60%[inhibitor]	-21%[57.5 µM]	-92%[inhibitor]	-91%[inhibitor]	?	40	-29%	i	11%
O=C(NCC(=O)N(c1ccccc1F)C(C(=O)NC1CCCC1)c1ccncc1)c1ccco1 (stereo not given)	-1%	i	3%	8%	?	16	2%	i	11%
COc1ccc(S(=O)(=O)N(C)CC(=O)N2CCC(C(N)=O)CC2)cc1	-3%	-3%[57.5 µM]	0%	-9%	9%	-15	0%	i	-3%
CCOC(=O)c1ccc(NC(=S)NCc2ccccc2)cc1	-2%	-35%[inhibitor]	16%	?	?	-3	-3%	i	-12%
C=CCNC(=S)NCc1ccccc1OC	14%	-22%	21%	4%	-4%	9	7%	i	9%
O=C1C2C3CC(C2C(=O)N1c1cccc(Cl)c1)[C@H](O)C3O (stereo not given in full)	4%	i	5%	7%	-8%	7	-1%	i	-26%
O=C(O)C1Sc2[nH]c(=O)sc2C2c3cc(Cl)ccc3OC(=O)C12 (stereo not given)	-3%	4%[57.5 µM]	-7%	-9%	-4%	-27	0%	i	19%
O=C(CN1CCOCC1)N1c2ccccc2Sc2ccccc21	0%	i	6%	18%	18%	-6	7%	i	-16%
CCOc1ccc(-n2c(SCC(=O)N3CCC(C(=O)O)CC3)nc3ccccc3c2=O)cc1	-1%	-7%	2%	-1%	26%	22	7%	i	-1%
Cc1cc(C(=O)CSc2nnc(C3COc4ccccc4O3)n2C)c(C)n1-c1ccc(F)cc1 (stereo not given)	11%	-24%	?	1%	?	-10	-4%	i	27%
O=C(Cn1ncc2ccccc2c1=O)Nc1cccc(C(F)(F)F)c1	-4%	-34%[inhibitor]	-8%	2%	10%	?	-6%	i	-4%

Profiles, looked up by structure. Screens in order: aSyn yeast inh	PTHR1 agonist	TDP-43 yeast inh	Abeta yeast res	GLP-1R inv ag	DRD3 antagonist	GLP-1R agonist	pAkt inh	FUS suppressor
Listed for `O=C1C2C3CC(C2C(=O)N1c1cccc(Cl)c1)[C@H](O)C3O` (stereo not given in full) → 4%	i	5%	7%	-8%	7	-1%	i	-26%
Listed for `O=C(NCC(=O)N(c1ccccc1F)C(C(=O)NC1CCCC1)c1ccncc1)c1ccco1` (stereo not given) → -1%	i	3%	8%	?	16	2%	i	11%
Listed for `Cc1cc(C(=O)CSc2nnc(C3COc4ccccc4O3)n2C)c(C)n1-c1ccc(F)cc1` (stereo not given) → 11%	-24%	?	1%	?	-10	-4%	i	27%

New compounds follow.
SMILES	aSyn yeast inh	PTHR1 agonist	TDP-43 yeast inh	Abeta yeast res	GLP-1R inv ag	DRD3 antagonist	GLP-1R agonist	pAkt inh	FUS suppressor
COC(=O)c1cnn(-c2ccc(C(=O)Nc3cccc(C(C)=O)c3)cc2)c1N	.	i	24%	7%	0%	.	.	.	16%
CCOC(=O)C1CCN(Cc2ccc(O)c(OC)c2)CC1	.	i	5%	-4%	6%	?	0%	.	-10%
c1ccc2c(c1)nc1n2CCN1CCNC1CCCCC1	6%	-8%	0%	-11%	-31%	0	-2%	i	6%
O=C(NCCc1ccc(Cl)cc1)c1cccc(NC2=NC3CS(=O)(=O)CC3S2)c1 (stereo not given)	2%	i	0%	-5%	-5%	12	6%	i	-5%
CC1(c2cccc(Br)c2)NC(=O)N(CC(=O)c2ccc3c(c2)OCO3)C1=O (stereo not given)	?	-33%[inhibitor]	-10%	-26%	?	-25	10%	i	28%
O=C(Nc1nnc(-c2ccco2)o1)C1CCCCC1	7%	-18%	0%	9%	9%	-4	1%	i	0%
O=C(NCc1ccc(F)cc1)C1CCN(S(=O)(=O)c2cccc3nonc23)CC1	4%	-4%	-5%	7%	-8%	-4	7%	i	8%
CCN(Cc1ccccc1)C(=O)CN1C(=O)COc2ccc(S(=O)(=O)NC3CCCC3)cc21	2%	-10%&-13%	6%&14%	5%&-12%	?	24	4%	i	?
Cc1ccc(NS(=O)(=O)c2ccc(C(=O)NCC(c3ccco3)N3CCCCC3)cc2)cc1 (stereo not given)	2%	-38%[inhibitor]	7%	1%	?	-8	-2%	i	9%
C=C(C)CN(CC)c1nc(N)c(C#N)c(CC#N)c1C#N	-1%	-8%[57.5 µM]	14%	10%	0%	59	-3%	i	4%
O=C(NNC(=O)c1cc(-c2ccccc2Cl)nc2ccccc12)c1csc(N2CCOCC2)n1	7%	-21%	-7%	12%	7%	-10	0%	i	32%
CC(C)Cc1nnc(NC(=O)CSc2nc(=O)cc(N)n2-c2ccccc2)s1	0%	i	20%	8%	27%	0	2%	-114%*	28%
O=C(Nc1ccc(S(=O)(=O)N2CCOCC2)cc1)c1cc(-c2ccccc2O)n[nH]1	-4%	4%	-19%	4%	-21%	-18	-1%	i	-6%
